Screens deposited in PubChem BioAssay by National Center for Advancing Translational Sciences (NCATS).
p53ts 32C kill: qHTS Screen for Compounds that Selectively Target Cancer Cells with p53 Mutations: Cytotoxicity of p53ts Cells at the Permissive Temperature; AID 924, 2007; Potency, µM (top dose mostly 46.1 µM), without a hit: top-dose activity change, negative = cytotoxicity, hits mostly cytotoxic; hit rate 0.93% among 130,000; H1299-p53A138V at 32C, ATP luminescence viability, 24 h;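 also: 0% = DMSO and -100% = full killing by reference compound; nearly all actives have a fitted effect of over 55% in size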
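ATP-content luminescence (ATPlite) read-out after 24 h compound exposure at 32C in H1299-p53A138V cells (600/well). Tested up to 46 uM. Normalized to DMSO (0%) and 100 uM tamoxifen (100% killing); Hill-fit AC50.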
IkB sig inh: IkB Signaling; hit rate 0.04% among 110,000; Potency, µM (series often up to 57.1 µM), inactives show at the highest dose IkBa stabilization activation; ABC-DLBCL IkBa-CBG/CBR dual luciferase ratio, 4 h; response scale: scaled: untreated 0%, proteasome inhibitor 100%; active = well fitted curve in the direction sought with a large enough effect in the signal ratio, not every such curve was filed as active; inconclusive = small, poorly fitted or top-dose-only effect, or a change in a side signal; the % refers to the signal ratio;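 also: the direction sought is a rising ratio; 0% = basal untreated cells and 100% = reference inhibitor full response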
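Curves were fitted separately to fusion (green), unfused (red) and ratio luminescence, then classed by r2, magnitude and activity. Cells: OCI-Ly3, 4 h compound plus doxycycline at 37C; 10 uM MG-132 defined full response.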
Peg3 imprint: qHTS Assay for Compounds that Induce Erasure of Genomic Imprints. mouse ES Peg3-LacZ reporter, beta-gal luminescence, 40 h. Potency, µM (top dose mostly 60.7 µM), for inactives: top-dose activity change, positive = activation, actives largely listed as activators. hit rate 0.02% among 110,000;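 also: 0% = negative control wells on the plate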
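Readout: BetaGlo luminescence (5 min, room temp) for LacZ from the normally silent maternal Peg3 allele in female Peg3LacZ-Neo ES cells. Cells 300/well, 40 h, 37C, 5% CO2. Data normalized per plate to negative controls.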
p53ts 39C tox: qHTS Screen for Compounds that Selectively Target Cancer Cells with p53 Mutations: Cytotoxicity of p53ts Cells at the Nonpermissive Temperature; H1299-p53A138V viability at 39C, ATP luminescence, 24 h; AID 902, 2007; Potency, µM (top dose mostly 46.1 µM), without a hit: top-dose activity change, negative = cell killing, most hits filed as cytotoxic; hit rate 1.5% among 130,000; also: nearly all actives have a fitted effect of over 55% in size
An asterisk follows results filed as active; ? = inconclusive; nt = not tested or not shown; & = joins results of further samples; [ ] = another dose, or the depositor's remark. Unless noted, calls follow the shape of the dose curve; as a rule, active = well fitted curve in the direction sought with a large enough effect; inconclusive = small, poorly fitted or top-dose-only effect, or another doubt; inactive = no such curve, though single readings can be large; an effect the other way counts as inactive or inconclusive. Unless noted, % is scaled to controls: 0 for no effect and ±100 for the full control effect; potency is read from the fitted curve at half-maximal effect.

SMILES	p53ts 32C kill	IkB sig inh	Peg3 imprint	p53ts 39C tox
Cc1ccc(-n2c(=O)cc(N3CCCCCC3)[nH]c2=O)cc1	7%	1.3%	-19%	6%
COc1ccc(CCNC(=O)c2ccc3nc(Cc4ccccc4)oc3c2)cc1OC	-11%	?	-16%[10.9 µM]	-5%
Cc1ccc(F)cc1NC(=O)c1c(-c2ccccc2)noc1C	-8%	3.7%	-10%	-1%
c1ccc(CNCc2ccc3c(c2)OCO3)nc1	-1%	nt	nt	8%
CCn1cc(C(=O)N2CCN(c3cccc(Cl)c3)CC2)c(=O)c2cc(S(=O)(=O)N3CCCCC3)ccc21	12%	-0.7%	-4%[10.9 µM]	6%
CC(C)OP(C)(=O)CN1CCN(CP(C)(=O)OC(C)C)CC1 (stereo unspecified)	1%	3.3%	9%	10%
Cc1cccc(NC(=O)CSc2nc3c([nH]c4ccccc43)c(=O)n2-c2cc(C)cc(C)c2)c1	-4%	-1.0%	-15%[10.9 µM]	?
CC(C)c1ccc2c(c1)CC[C@H]1[C@@](C)(CN)CCC[C@@]21C	5%[9.22 µM]	1.5%[11.4 µM]	-6%[10.9 µM]	8%[9.22 µM]
O=C1CC(N2CCN(c3cccc(C(F)(F)F)c3)CC2)C(=O)N1c1ccccc1F (stereo unspecified)	-5%	1.1%	-12%	2%
CC(C)c1ccc(NC(=O)CSC2=Nc3ccccc3C3=NC(CCC(=O)NCc4ccc(F)cc4)C(=O)N23)cc1 (stereo unspecified)	0%	-2.3%	5%[10.9 µM]	-8%
CNc1oc(Cc2ccccc2)nc1S(=O)(=O)c1ccccc1	2%	1.7%	-1%	3%
COC(=O)C1=C(N)Oc2cc(C)oc(=O)c2C1c1cccnc1 (stereo unspecified)	0%	-0.4%	16%	4%
CC(C)CNC(=O)O	4%[9.22 µM]	1.3%[11.4 µM]	27%[10.9 µM]	1%[9.22 µM]
COCC(=O)Nc1ccccc1C(=O)NC(C)C	4%	0.1%	24%	13%
Cc1ccc(NC(=O)c2ccc(Br)cc2)c(C(=O)c2ccccc2)c1	5%	3.1%	-15%[10.9 µM]	1%
Cc1ccc(-n2c(=O)[nH]cc(C(=O)N3CCc4ccccc43)c2=O)cc1	-5%	0.2%	4%	-9%
Cc1cccc(OCC(=O)Nc2c(C(=O)Nc3ccc(F)cc3)oc3ccccc23)c1	-15%	-0.2%	-10%[10.9 µM]	?
Cc1nc(=O)c(-c2ccccc2)c(C)n1-c1ccccc1O	-18%	-2.1%	-2%	6%
C=C1CCC(OC(C)=O)/C(C)=C/CC2[C@H]1CC2(C)C (stereo partly specified)	1%	nt	6%	1%
CC(=O)O[C@@]1(C(C)=O)CCC2C3CC(C)C4=CC(=O)CC[C@@]4(C)C3CC[C@]21C (stereo partly specified)	19%	nt	-24%	-1%

Shown with two lines to a compound: part of the list above.
Fields – p53ts 32C kill, IkB sig inh, Peg3 imprint, p53ts 39C tox
- COCC(=O)Nc1ccccc1C(=O)NC(C)C
  4%, 0.1%, 24%, 13%
- Cc1ccc(NC(=O)c2ccc(Br)cc2)c(C(=O)c2ccccc2)c1
  5%, 3.1%, -15%[10.9 µM], 1%

The listing continues.
SMILES	p53ts 32C kill	IkB sig inh	Peg3 imprint	p53ts 39C tox
Nc1nc2n(n1)C(c1ccco1)CC(c1ccc(Cl)cc1Cl)N2 (stereo unspecified)	-4%	2.0%	-7%	-13%
C=C(C)c1cccc(C(C)(C)NC(=O)Nc2ccc3[nH]c(=O)[nH]c3c2)c1	11%	0.3%	0%	-4%
CCCCCCc1nc2ccccc2c(=O)n1N	-5%	-1.5%	nt	3%
CCCS(=O)(=O)N1CCN(S(=O)(=O)c2ccc(F)cc2)CC1	1%	-0.5%	-8%	7%
c1ccc(CSc2nnc(-c3cccnc3)o2)cc1	-14%	nt	nt	-3%
Cc1ccc(NC(=O)Cn2c(=O)n(Cc3nc(-c4ccccc4)no3)c(=O)c3cc4c(cc32)OCO4)cc1C	3%	?	-4%[10.9 µM]	-9%
CC(C)c1ccc(S(=O)(=O)c2cn(CC(=O)Nc3ccc(F)cc3)c3ccccc3c2=O)cc1	0%	?	8%[10.9 µM]	-24%
CCn1c(SCC(=O)Nc2cc(OC)c(OC)c(OC)c2)nnc1-c1cccs1	-7%	1.0%	-10%	-10%
COCCNC(=O)CN(Cc1ccc2c(c1)OCO2)C(=O)CCC(=O)Nc1nccs1	0%	1.6%	-3%	-7%
O=C(NCCOCCn1c(=O)oc2ccccc21)Nc1ccc(Cl)cc1	-19%	-1.9%	-10%[10.9 µM]	-18%
O=C(NCc1cccs1)c1ccc2c(c1)OCCO2	-12%	3.6%	-42%[inhibitor]	-6%
N#Cc1cnn(-c2nc(SCc3ccccc3)nc3sc4c(c23)CCCC4)c1N	6%	nt	nt	-3%
Cc1ccc(Cl)cc1N1CCN(S(=O)(=O)c2ccc3oc(=O)c4ncn(C)c4c3c2)CC1	4%	-0.2%	-8%[10.9 µM]	10%
COC(=O)C1CCN(c2nc3ccccc3nc2C(C#N)C(=O)OCC(C)C)CC1 (stereo unspecified)	-10%	-2.2%	-16%	3%
CN(C)CCNC(=O)c1ccc(-n2c(-c3ccccc3)cc3c2CCCCC3)cc1	-21%	?	-8%[10.9 µM]	?
CCC(C(=O)OC)n1cnc2c(nnn2-c2ccc(OC)cc2)c1=O (stereo unspecified)	2%	1.8%	-11%	-3%
CCOC(=O)c1cc(-c2ccc(F)cc2)n(CC(=O)N2CCCC2)c1C	4%	-0.5%	-8%	1%
c1ccc2oc(NC3=NCN(CC4CCCO4)CN3)nc2c1 (stereo unspecified)	-9%	4.5%	-6%	-9%
CC(=O)Nc1ccc(NC(=O)C(F)(F)F)cc1	-5%	nt	nt	20%
COc1ccc(CCNC(=O)CSc2nnnn2-c2cccc(C(C)=O)c2)cc1OC	-4%	-1.1%	-9%[10.9 µM]	13%
CCSc1nnc(-c2ccc(S(=O)(=O)N3CCOCC3)cc2)n1CC1CCCO1 (stereo unspecified)	-3%	0.4%	-10%	-9%
COC(=O)C1C(=O)c2c([nH]c(C(=O)OCCSC)c2C)CC1C (stereo unspecified)	?	-5.4%	-22%	?
CCOC(=O)Nc1ccc(NC(=O)c2c(OC)cccc2OC)cc1	12%	3.1%	?	14%
COc1nc(-c2ccccc2)ccc1-c1noc(-c2ccccc2F)n1	1%	-1.5%	-2%	2%
S=c1[nH]nc(COc2ccc(Cl)cc2)n1C1CCCCC1	-5%	nt	nt	-10%
CCOC(=O)N1CCC(NC(=O)c2ccc3c(c2)N(Cc2cc(C)ccc2C)C(=O)c2ccccc2S3(=O)=O)CC1	13%	0.6%	1%[10.9 µM]	-14%
CCOc1ccc(-n2c(SCC(=O)NCc3ccco3)nc3c(c2=O)SCC3)cc1	-1%	0.0%	-12%	7%
Cc1cccc(N2CCN(C(=O)Cn3c(=O)c4cccn4c4ccc(F)cc43)CC2C)c1 (stereo unspecified)	14%	-2.7%	12%[10.9 µM]	?
COc1cc(NC(=O)NCCn2nnc3cc(S(=O)(=O)N(C)C)ccc32)cc(OC)c1OC	-6%	0.3%	-6%[10.9 µM]	5%
Cc1ccc(-n2nc3c(=O)n(CCCC(=O)NCc4ccc(F)cc4)nc(C)c3c2C)cc1	27%	?	-1%[10.9 µM]	5%
O=c1oc2c(CN3CCN(CCO)CC3)c(O)ccc2cc1-c1ccccc1	-1%	-3.0%	-9%[10.9 µM]	-5%
C1=Nc2c(NCc3ccccc3)ncnc2Oc2ccccc21	-13%	-1.4%	-4%	-12%
Cc1sc2ncnc(SCc3ccco3)c2c1C	3%	?	-8%	5%
C=CCc1cccc(/C=N/c2ncccc2O)c1O	-9%	1.6%	18%	0%
Cc1cc(C(F)F)nn1CC(=O)NCc1ccc(Cl)cc1Cl	-18%	nt	nt	-23%
O=C(c1ccco1)N1CCN(S(=O)(=O)c2ccc(F)cc2)CC1	-4%	2.3%	0%	24%
C=CCOc1cccc(C2/C(=C(/O)c3ccccc3)C(=O)C(=O)N2CCN2CCOCC2)c1 (stereo unspecified)	-3%	-0.8%	-10%	17%
COc1ccc(S(=O)(=O)N2CCN(C(=O)c3cccc(Cl)c3)CC2)cc1	5%	4.9%	-20%	3%
CCCCCCCCCCCCC[N+](C)(C)Cc1ccccc1	16µM*	nt	-40%[inhibitor]	13µM*
O=C(Oc1ccc(Cl)cc1N1C(=O)CCC1=O)c1ccco1	-3%	-0.1%	-4%	-2%

An excerpt from above in order of their number in IkB sig inh, lowest first.
canonical_smiles | IkB sig inh
COC(=O)C1CCN(c2nc3ccccc3nc2C(C#N)C(=O)OCC(C)C)CC1 (stereo unspecified) | -2.2%
COc1nc(-c2ccccc2)ccc1-c1noc(-c2ccccc2F)n1 | -1.5%
CCn1cc(C(=O)N2CCN(c3cccc(Cl)c3)CC2)c(=O)c2cc(S(=O)(=O)N3CCCCC3)ccc21 | -0.7%
COC(=O)C1=C(N)Oc2cc(C)oc(=O)c2C1c1cccnc1 (stereo unspecified) | -0.4%
COc1cc(NC(=O)NCCn2nnc3cc(S(=O)(=O)N(C)C)ccc32)cc(OC)c1OC | 0.3%
CCOC(=O)N1CCC(NC(=O)c2ccc3c(c2)N(Cc2cc(C)ccc2C)C(=O)c2ccccc2S3(=O)=O)CC1 | 0.6%

(more compounds)
SMILES	p53ts 32C kill	IkB sig inh	Peg3 imprint	p53ts 39C tox
CCCCSc1nnc(C)c(=O)[nH]1	4%	1.0%	10%	-1%
N=C(N)SCCCN	-4%[9.22 µM]	0.9%[11.4 µM]	-9%[10.9 µM]	-3%[9.22 µM]
Cc1ccc2nc(N(Cc3cccnc3)C(=O)c3ccco3)sc2c1	1%	?	16%[10.9 µM]	-21%
CCOc1c(OC)cccc1C1CC(=O)Nc2cc(OC)c(OC)cc21 (stereo unspecified)	0%	-2.1%	-7%	37%[activator]
N#Cc1cccc(-c2nc(NCc3cccnc3)c3ccccc3n2)c1	-1%	0.8%[11.4 µM]	4%	-13%
COc1ccc2c(c1)CC(C(=O)NCc1ccc(F)cc1)CO2 (stereo unspecified)	-6%	0.6%	7%[10.9 µM]	-18%
Cc1cc(C)n(-c2ccc(N3CCOCC3)nn2)n1	-18%	-1.3%	-59%[inhibitor]	-16%
CCn1c(=O)cc(OCC(=O)NC2CCCCC2)c2ccccc21	1%	2.5%	-14%	-15%
Cc1nnc(NC(=O)CSc2nnc(-c3ccoc3C)n2CC(C)C)s1	4%	0.6%	-18%	-10%
Cc1ccc(N2C(=O)c3oc4cc(C)c(C)cc4c(=O)c3C2c2cccc(O)c2)nc1 (stereo unspecified)	-1%	?	-2%[10.9 µM]	16%
Cc1cc(C)nc(SCC(=O)NCc2ccco2)n1	4%	1.3%	?	12%
COc1ccc2c(c1)c(CC(=O)N1CCOCC1)c(C)n2C(=O)c1ccc(Cl)cc1	17%	?	-15%&-11%	-15%
COc1cc2ccccc2cc1C(=O)Nc1ccc(S(=O)(=O)Nc2cc(C)on2)cc1	15%	2.0%	-14%	-10%
O=C(Nc1cccc(C(=O)N2CCCCCC2)c1)c1ccco1	-4%	-0.8%	1%	13%
Cc1ccc(C2C=C(c3ccccc3)Nc3nc(NS(=O)(=O)c4ccc(C)cc4)nn32)cc1 (stereo unspecified)	1%	?	-9%[10.9 µM]	-21%
Cc1nn(Cc2ccccc2Cl)c(C)c1C(=O)N1CCN(c2ccccc2)CC1	0%	?	-11%	0%
CN=c1sc(C(=O)Nc2cccc(Cl)c2)cc(=O)n1C	-16%	-0.7%	15%	2%
c1ccc2ncc(-n3cnnn3)cc2c1	-3%	7.4%	nt	5%
CCN(CCCNC(=O)c1cc2c(=O)n(C)c3ccccc3c2s1)c1ccccc1	-14%	1.6%	-7%[10.9 µM]	?
Cc1nc2ncnn2c(C)c1CCC(=O)N1CCN(c2cccc(Cl)c2)CC1	2%	?	-9%[10.9 µM]	-8%
CCOC(=O)c1cccc(NC(=O)CCc2nc(-c3ccc(C)cc3)no2)c1	-12%	?	-28%	-14%
CCCN(CCC)CCNC(=O)Cn1cnc2sc(C)c(S(=O)(=O)N3CCC(C)CC3)c2c1=O	2%	0.3%	11%[10.9 µM]	25%
CCc1nn2cc(-c3ccccc3)nc2s1	10µM*	?	-91%[inhibitor]	16µM*
CCC1=Nc2cc(C(=O)NCCCOC)ccc2Sc2ccc(Br)cc21	-3%	?	-25%[10.9 µM]	?

Not a hit list; any-hit rate near 1.7%.
